# Bioassay records: PubChem, several laboratories
# LYP phosphatase – inhibitors of LYP phosphatase, biochemical, fluorescence intensity, uHTS (AID 1779) | recombinant LYP phosphatase, fluorescence intensity; higher % means a stronger effect | 290,000 tested, 0.054% active | one-dose inhibition, % at 11.5 µM; IC50 in µM for titrated hits | Tyrosine-protein phosphatase non-receptor type 22 (Homo sapiens);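 further: plate controls were vehicle with enzyme for no effect and no enzyme for full effect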
# M1AAP inhibition – P. falciparum M1AAP inhibitors, biochemical, fluorogenic H-Leu-NHMec substrate, 1536-well (AID 1445); recombinant M1AAP, H-Leu-NHMec fluorogenic kinetic assay; higher % means a stronger effect; 220,000 tested, 0.42% active; inhibition, % at 30 µM; hits with a dose series show IC50 in µM;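 active means primary inhibition above the hit cutoff, then over 50% inhibition at one or more dose response concentrations, cut at about 23% in these data, passing the limit was not always enough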;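 further: plate controls were DMSO full reaction for no effect and no enzyme background for full effect; strong numbers were not always called active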
# Dynein transport – inhibitors of GR-EGFP nuclear translocation, primary screen, dynein cargo transport inhibitor project, imaging, high-content, 3617.4 mouse cells; test concentration mostly 20 µM; stimulated with dexamethasone, 1 µM; active compounds read low; z-score, hits read low; 220,000 tested, 0.47% active;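 active means plate z-score of nuclear minus cytoplasmic receptor signal below a set negative limit, without overly bright fluorescence or cell loss, cut at about -3.5 in these data, passing the limit was not always enough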;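 further: z-score of nuclear minus cytoplasmic ring GR-EGFP intensity difference per well; some compounds called inactive have numbers as strong as hits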
#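 Medium: Induction medium lacking tetracycline, stripped serum | Probe or stimulus: 1.0 µM final dexamethasone stimulus | Schedule: 48 h induction, then 1 h compound, then 30 min agonist, 37 °C | Signal: Automated 10x imaging of fixed Hoechst-stained cells | Evaluation: Per-cell GR-EGFP intensity, nucleus versus surrounding cytoplasmic ring, well-averaged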
# AID2073 – inhibitors of Mint1-CaV2.2 protein interaction, biochemical, HTRF (AID 2073); HTRF protein-protein interaction, Mint1-CaV2.2; higher % means a stronger effect; 290,000 tested, 0.19% active; one-dose inhibition, % at 20 µM; IC50 in µM for titrated hits; in the data active means inhibition mostly above about 51%, no sharp cut-off; further: some results filed as inactive read as strong as hits
# M17LAP inhibition – P. falciparum M17LAP inhibitors, primary screen, biochemical, fluorogenic H-Leu-NHMec substrate, 1536-well (AID 1619) | 220,000 tested, 0.38% active | recombinant M17LAP, H-Leu-NHMec fluorogenic kinetic assay; higher % means a stronger effect | inhibition, % at 30 µM, or IC50 in µM where a hit was titrated | Leucine aminopeptidase (Plasmodium falciparum (isolate 3D7));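 active means compound inhibiting the enzyme by more than half at any dose during confirmatory dose-response retesting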;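 further: plate controls were full reaction with DMSO carrier for no effect and no enzyme background for full effect; strong numbers were not always called active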
# Siah-1 displacement – Siah-1 peptide-binding antagonists, primary screen, biochemical, fluorescence polarization, rhodamine-plectin, uHTS (AID 1817) | E3 ubiquitin-protein ligase SIAH1 (Homo sapiens) | Siah-1 / rhodamine-plectin peptide fluorescence polarization; higher % means a stronger effect | displacement, % at 20 µM; hits with a dose series show IC50 in µM | 290,000 tested, 0.02% active;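 active means displacement of at least 50% at 20 µM, with a fluorescence ratio check between 0.3 and a set limit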;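 further: plate controls were Siah plus tracer with DMSO for no effect and tracer alone without Siah for full effect; strong numbers were not always called active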
# XIAP displacement – XIAP antagonists, biochemical, IAP family, fluorescence polarization (AID 1018) | 200,000 tested, 0.007% active | displacement, % at 20 µM, or IC50 in µM where a hit was titrated | XIAP BIR domain, fluorescence polarization peptide displacement; higher % means a stronger effect | E3 ubiquitin-protein ligase XIAP (Homo sapiens); in the data active means displacement above about 50%; further: a part of the inactive calls stands beside numbers as strong as those of hits
# PMI inhibitors – inhibitors of human PMI, primary screen, biochemical, fluorescence intensity, coupled assay (AID 1209); 190,000 tested, 0.42% active; Mannose-6-phosphate isomerase (Homo sapiens); purified PMI enzyme, coupled fluorescence intensity; higher % means a stronger effect; one-dose inhibition, % at 20 µM; IC50 in µM for titrated hits;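 further: plate controls were DMSO vehicle for no effect and wells lacking substrate for full effect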
# PMI inhibition – human PMI inhibitors, high substrate, primary screen, biochemical, fluorescence intensity, high mannose 6-phosphate (AID 1220); recombinant PMI enzyme, coupled fluorescence intensity; higher % means a stronger effect; 190,000 tested, 0.66% active; inhibition, % at 20 µM, or IC50 in µM where a hit was titrated
# Dynein transport cytoplasmic EGFP – further read-out of Dynein transport, marked with its call; z-score; measured here: cytoplasmic GR-EGFP intensity; active compounds read high
# Dynein transport nuclear GR-EGFP – recorded beside Dynein transport, whose call it bears; z-score; measured here: nuclear GR-EGFP intensity;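 lower value marks the stronger effect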
# Dynein transport cell count – recorded beside Dynein transport, whose call it bears; z-score; measured here: cell count per field
# Starred values were filed as active, the others as inactive; nt = not tested or not shown. Unless noted, no stated cut-off is given here; in the data, active means inhibition above about 50%; inactive means the rest. Outcome played no part in choosing rows, and some 2.1% of all compounds hit somewhere here.
item | LYP phosphatase | M1AAP inhibition | Dynein transport | Dynein transport cytoplasmic EGFP | Dynein transport nuclear GR-EGFP | Dynein transport cell count | AID2073 | M17LAP inhibition | Siah-1 displacement | XIAP displacement | PMI inhibitors | PMI inhibition | mol
1 | -9% | -4% | -0.82 | -0.27 | -0.0097 | 0.91 | -2% | 0% | -1% | nt | nt | nt | O=C(NNS(=O)(=O)c1ccccc1[N+](=O)[O-])c1cccnc1
2 | 4% | 4% | -0.67 | -0.21 | -0.78 | 0.63 | -10% | -1% | 2% | -4.2% | 9% | 6% | CCOc1ccc(C(=O)NC(=S)Nc2cccc(S(=O)(=O)NC3=NCCC3)c2)cc1
3 | -1% | 5% | 0.37 | -0.091 | 0.48 | 0.3 | 22% | 0% | -2% | -1.6% | -35% | -10% | CSc1nnc(C)c(/C=C/Nc2ccc(F)cc2F)n1
4 | -2% | 4% | -0.23 | -0.22 | -0.13 | 0.38 | 2% | 6% | 2% | -1.7% | 6% | 14% | COc1ccc(OCCn2c(=N)n(CCO)c3ccccc32)cc1
5 | -3% | 7% | 0.55 | 0.0027 | 0.2 | -1.8 | 42% | 2% | 2% | 1.0% | 14% | 14% | Cc1ccccc1OCC(=O)Nc1sc2c(c1C#N)CCC2
6 | -7% | 6% | 1.5 | -0.21 | 0.86 | -0.001 | 45% | -10% | 14% | -3.4% | 11% | 18% | CN(/N=C/c1ccco1)C1=NS(=O)(=O)c2ccccc21
7 | -1% | 2% | -0.96 | -0.19 | -0.36 | 0.11 | 11% | 13% | 2% | -0.1% | -10% | -4% | O=C(Nc1ccc(NC(=O)c2ccco2)nc1)c1cccnc1
8 | -2% | -2% | 1.1 | -0.38 | 0.96 | -0.19 | 17% | 8% | 5% | 1.5% | 9% | 6% | CCOc1cc(C2c3c(oc4cc(C)c(Cl)cc4c3=O)C(=O)N2Cc2ccco2)ccc1O (stereo unspecified)
9 | -5% | 20% | 0.26 | -0.23 | 0.36 | 0.7 | -5% | 47% | 0% | -5.6% | 9% | -7% | CCN1CCc2nc(NC(=O)c3ccccc3)sc2C1
10 | 4% | 4% | -0.63 | -0.22 | -0.24 | -0.22 | -8% | -4% | 0% | -5.4% | 13% | 18% | CCOc1ccc(C(CC(=O)O)NC(=O)c2ccco2)cc1OC (stereo unspecified)
11 | -4% | 3% | -0.031 | -0.28 | -0.16 | 0.41 | 2% | 7% | 14% | -1.1% | 6% | 6% | O=c1[nH]cnc2sc3c(c12)CCCCC3
12 | 3% | 7% | -0.49 | -0.24 | -0.44 | 0.054 | -4% | 13% | -1% | -7.8% | -2% | -6% | Cc1cc(Cl)ccc1OCCCC(=O)N1CCCCC1
13 | -1% | 10% | -0.091 | -0.27 | -0.094 | 0.11 | 9% | -2% | 2% | nt | nt | nt | COc1nccc(C(F)(F)F)c1C(=O)NC(=O)Nc1c(C)cccc1C
14 | -5% | -1% | 0.12 | -0.23 | 0.43 | 1.1 | -7% | 6% | 0% | -4.9% | -3% | -6% | O=C1CCCC/C1=C/Nc1ccc(S(=O)(=O)Nc2ncccn2)cc1
15 | -6% | -3% | 0.77 | -0.3 | 0.66 | 0.81 | 0% | -8% | -2% | -3.2% | 4% | 1% | C/C=C(/C)C(=O)O[C@@H]1[C@H](OC(C)=O)c2c(ccc3ccc(=O)oc23)OC1(C)C
16 | -7% | 13% | -0.68 | -0.17 | -0.18 | 0.73 | -3% | 1% | 2% | -3.5% | 4% | 5% | Cc1cc(C)c(OCC(=O)Nc2ccccc2N2CCOCC2)c(C)c1
17 | -6% | -2% | 0.49 | 0.053 | 0.33 | -1.3 | -12% | 2% | 0% | -12% | 7% | 8% | CCOC(=O)c1csc(NNC=O)n1
18 | 1% | -14% | -0.42 | -0.21 | 0.13 | 1.4 | -25% | 15% | -12% | nt | nt | nt | COc1ccc(/C=C/C(=O)NC(=S)NNC(=O)c2cc(OC)c(OC)c(OC)c2)cc1
19 | 5% | 3% | 0.087 | -0.3 | -0.076 | 0.15 | 1% | 6% | 2% | -4.8% | 15% | 16% | Cc1ccc(C)c(NC(CC(=O)c2ccccc2)C(=O)OCC(=O)c2cccs2)c1 (stereo unspecified)
20 | -1% | 3% | -0.094 | -0.23 | 0.046 | 0.14 | -8% | 0% | 2% | -3.7% | 2% | 0% | O=C(CCCCCN1C(=O)CCC1=O)Nc1ccc2c(c1)OCO2

# Part of the list above in order of heavy-atom count, smallest number first:
item | LYP phosphatase | M1AAP inhibition | Dynein transport | Dynein transport cytoplasmic EGFP | Dynein transport nuclear GR-EGFP | Dynein transport cell count | AID2073 | M17LAP inhibition | Siah-1 displacement | XIAP displacement | PMI inhibitors | PMI inhibition | mol
17 | -6% | -2% | 0.49 | 0.053 | 0.33 | -1.3 | -12% | 2% | 0% | -12% | 7% | 8% | CCOC(=O)c1csc(NNC=O)n1
12 | 3% | 7% | -0.49 | -0.24 | -0.44 | 0.054 | -4% | 13% | -1% | -7.8% | -2% | -6% | Cc1cc(Cl)ccc1OCCCC(=O)N1CCCCC1
10 | 4% | 4% | -0.63 | -0.22 | -0.24 | -0.22 | -8% | -4% | 0% | -5.4% | 13% | 18% | CCOc1ccc(C(CC(=O)O)NC(=O)c2ccco2)cc1OC (stereo unspecified)
14 | -5% | -1% | 0.12 | -0.23 | 0.43 | 1.1 | -7% | 6% | 0% | -4.9% | -3% | -6% | O=C1CCCC/C1=C/Nc1ccc(S(=O)(=O)Nc2ncccn2)cc1
16 | -7% | 13% | -0.68 | -0.17 | -0.18 | 0.73 | -3% | 1% | 2% | -3.5% | 4% | 5% | Cc1cc(C)c(OCC(=O)Nc2ccccc2N2CCOCC2)c(C)c1
19 | 5% | 3% | 0.087 | -0.3 | -0.076 | 0.15 | 1% | 6% | 2% | -4.8% | 15% | 16% | Cc1ccc(C)c(NC(CC(=O)c2ccccc2)C(=O)OCC(=O)c2cccs2)c1 (stereo unspecified)

# Next section:
item | LYP phosphatase | M1AAP inhibition | Dynein transport | Dynein transport cytoplasmic EGFP | Dynein transport nuclear GR-EGFP | Dynein transport cell count | AID2073 | M17LAP inhibition | Siah-1 displacement | XIAP displacement | PMI inhibitors | PMI inhibition | mol
21 | -5% | 18% | -0.19 | -0.1 | -0.21 | -0.041 | -2% | 39% | 6% | -6.1% | -84% | -189% | O=C(O)c1cc(Br)ccc1NN=C1CCCCC1
22 | -4% | 3% | 1.2 | -0.19 | 1.3 | -1.6 | 14% | 5% | 15% | nt | nt | nt | CN(C)CCn1c2ccccc2c2nc3ccc([N+](=O)[O-])cc3cc21
23 | -2% | -6% | 1.9 | 0.86 | 1.4 | -0.66 | 6% | -8% | 4% | 1.5% | 14% | 5% | COc1ccc(/C=C/C(=O)Nc2ccc(OC)cc2[N+](=O)[O-])cc1
24 | -5% | 2% | 0.59 | -0.17 | 0.45 | -0.47 | -1% | 7% | -6% | -9.1% | 1% | -7% | CNC(=S)N/N=C/c1ccc2c(c1)OCCO2
25 | 6% | 3% | 0.42 | 2 | 0.41 | -0.67 | 44% | 9% | -3% | -2.5% | 18% | 23% | Cc1ccc(N=C2NC(=O)/C(=C/c3cn(C)c4ccccc34)S2)cc1C
26 | -2% | -1% | -0.24 | -0.28 | -0.35 | -0.062 | -2% | -11% | -1% | -8.8% | 12% | 12% | COc1ccnc(CSC(N)=Nc2ccccc2C(F)(F)F)c1
27 | 1% | 6% | -1.2 | -0.3 | -0.33 | 1.5 | 16% | 9% | 0% | -2.3% | 3% | 42% | O=C(Nc1ccc2c(c1)OCO2)c1cc(-c2cccnc2)nc2ccccc12
28 | -7% | 6% | 0.56 | -0.34 | -0.0095 | -0.29 | 12% | 27% | -8% | nt | -5% | -17% | COC(=O)C1=C(C(=O)OC)N2C=CC=CC2(C)C(C(=O)OC)=C1C(=O)OC (stereo unspecified)
29 | 0% | 1% | 0.58 | -0.26 | -0.032 | -0.2 | 7% | 6% | 21% | -0.4% | 0% | 5% | CCCCNS(=O)(=O)c1ccc(NC(=O)C2CCCO2)cc1 (stereo unspecified)
30 | 4% | 7% | 0.82 | 0.0038 | 1.2 | -2.6 | 2% | 0% | 0% | -3.7% | 4% | 0% | O=C(Nc1cc(Cl)ccc1O)C1CCCO1 (stereo unspecified)
31 | 10% | 2% | 2.1 | -0.15 | 0.82 | -0.74 | 17% | 2% | -5% | 2.6% | 1% | -4% | Cc1ccc2nc(/C(C#N)=C\c3ccc(Oc4ccc(C(F)(F)F)cc4[N+](=O)[O-])cc3)[nH]c2c1
32 | 4% | 5% | -0.33 | -0.22 | -0.3 | 0.65 | -3% | 29% | 3% | -6.4% | -13% | -5% | COc1ccc(/C=N/Nc2nonc2N)c(OC)c1
33 | -3% | 2% | -0.37 | -0.25 | 0.46 | -0.47 | 1% | -4% | 8% | -2.3% | -15% | -5% | CC(C)NC(=O)c1ccccc1NC(=O)Cc1ccc([N+](=O)[O-])cc1
34 | -5% | -2% | 0.13 | -0.2 | 0.6 | 0.68 | 18% | 11% | -3% | 0.8% | -4% | -3% | CC1(C)CC(=O)c2c(nc(SCC(=O)Nc3nsc(-c4ccccc4)n3)c(C#N)c2-c2ccccc2)C1
35 | -1% | 3% | -0.84 | -0.17 | 0.31 | -0.18 | -6% | 22% | 2% | nt | nt | nt | CCc1cccc(NC(=S)N(CCN(C)C)C(C)c2ccncc2)c1 (stereo unspecified)

# Pulled by structure from above (2):
item | LYP phosphatase | M1AAP inhibition | Dynein transport | Dynein transport cytoplasmic EGFP | Dynein transport nuclear GR-EGFP | Dynein transport cell count | AID2073 | M17LAP inhibition | Siah-1 displacement | XIAP displacement | PMI inhibitors | PMI inhibition | mol
25 | 6% | 3% | 0.42 | 2 | 0.41 | -0.67 | 44% | 9% | -3% | -2.5% | 18% | 23% | Cc1ccc(N=C2NC(=O)/C(=C/c3cn(C)c4ccccc34)S2)cc1C
28 | -7% | 6% | 0.56 | -0.34 | -0.0095 | -0.29 | 12% | 27% | -8% | nt | -5% | -17% | COC(=O)C1=C(C(=O)OC)N2C=CC=CC2(C)C(C(=O)OC)=C1C(=O)OC (stereo unspecified)
